# Rv3671c inh – Rv3671c (M. tuberculosis) protease inhibition. 320,000 compounds, 0.048% hits. AID 2606. P9WHR9. inhibition, % at 5.96 µM; in the data active means inhibition above about 38%;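 further: extracellular domain of Rv3671c used as enzyme; 0% = enzyme with DMSO and 100% = no enzyme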
# Target sequence (P9WHR9 whole entry, looked up, the tested form may be a part): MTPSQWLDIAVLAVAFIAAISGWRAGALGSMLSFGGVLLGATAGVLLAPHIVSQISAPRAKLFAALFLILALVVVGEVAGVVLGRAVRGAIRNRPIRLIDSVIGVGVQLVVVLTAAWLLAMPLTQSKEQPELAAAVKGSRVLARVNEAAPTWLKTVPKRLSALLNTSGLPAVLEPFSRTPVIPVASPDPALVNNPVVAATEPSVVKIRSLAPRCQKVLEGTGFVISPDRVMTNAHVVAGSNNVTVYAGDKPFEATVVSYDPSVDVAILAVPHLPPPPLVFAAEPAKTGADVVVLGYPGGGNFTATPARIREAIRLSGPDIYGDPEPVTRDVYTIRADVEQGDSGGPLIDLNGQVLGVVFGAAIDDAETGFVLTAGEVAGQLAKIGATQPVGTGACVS
# PrPC surface inh – inhibitors of human cell surface prion protein PrPC | TR-FRET read-out | 370,000 compounds, 0.43% hits | AID 720596 | inhibition, % at 13.8 µM | P04156; in the data active means inhibition above about 24%; further: 0% = median of the test wells and 100% = reference compound wells
# Mtb FBA inh – inhibits M. tuberculosis FBA enzyme. inhibition, % at 1 µM. purified M. tuberculosis FBA, fluorescence read-out. AID 588726. P9WQA3. 360,000 compounds, 2.3% hits; in the data active means inhibition above about 27%;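 further: 0% = vehicle and 100% = reference inhibitor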
# Target sequence (P9WQA3 whole entry, looked up): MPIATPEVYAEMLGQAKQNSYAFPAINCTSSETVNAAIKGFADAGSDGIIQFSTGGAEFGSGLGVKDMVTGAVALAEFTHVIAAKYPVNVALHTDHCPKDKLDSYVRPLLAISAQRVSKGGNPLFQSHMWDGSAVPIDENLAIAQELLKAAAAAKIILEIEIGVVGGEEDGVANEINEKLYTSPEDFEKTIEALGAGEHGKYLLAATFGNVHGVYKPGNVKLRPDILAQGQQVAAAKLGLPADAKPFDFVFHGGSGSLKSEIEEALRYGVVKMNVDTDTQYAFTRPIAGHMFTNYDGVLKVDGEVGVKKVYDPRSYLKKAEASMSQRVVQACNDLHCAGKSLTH
# FadD28 binding – M. tuberculosis FadD28 bisubstrate binding inhibition; AID 588549; 360,000 compounds, 0.22% hits; FadD28 bisubstrate probe binding, fluorescence polarization; inhibition, % at 12.5 µM; in the data active means inhibition above about 8.5%, passing the limit was not always enough; inconclusive means no clear call, values can overlap the other calls
# Mtb UGM inh – Mtb UDP-galactopyranose mutase inhibition; inhibition, % at 10 µM; 320,000 compounds, 0.06% hits; purified UGM, fluorescence polarization probe displacement; P9WIQ1; AID 504406; in the data active means inhibition above about 10%, passing the limit was not always enough; inconclusive means no clear call, values can overlap the other calls
# BoNT F protease – blocks Botulinum neurotoxin F light chain protease; Multiplex microsphere protease cleavage assay, flow cytometry; inhibition, % at 10 µM; 360,000 compounds, 0.22% hits; in the data active means inhibition above about 35%, passing the limit was not always enough; inconclusive means no clear call, values can overlap the other calls; further: plate controls were buffer without enzyme for full effect and enzyme alone for no effect
# GDH-TPI counter – counter-screen for M. tuberculosis FBA inhibitors: GDH-TPI coupled enzymes; GDH-TPI coupled enzyme counterscreen, NADH absorbance; inhibition, % at 4.8 µM; 360,000 compounds, 1.2% hits; AID 588335; in the data active means inhibition above about 30%;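 further: 0% = DMSO wells and 100% = wells lacking the enzyme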
# BioA inh – inhibitors of Mycobacterium tuberculosis BioA enzyme; 360,000 compounds, 0.096% hits; purified M. tuberculosis BioA enzyme, plate reader; AID 602481; inhibition, % at 9.99 µM; in the data active means inhibition above about 40%; inconclusive means no clear call, values can overlap the other calls
# MazEF act – MazEF (E. coli) toxin RNase activation | activation, % at 20 µM | 350,000 compounds, 0.32% hits | P0AE70 | AID 504720 | FAM/BHQ RNA-DNA oligo cleavage fluorescence, 5 h; in the data active means activation above about 50%
# Target sequence (P0AE70 whole entry, looked up): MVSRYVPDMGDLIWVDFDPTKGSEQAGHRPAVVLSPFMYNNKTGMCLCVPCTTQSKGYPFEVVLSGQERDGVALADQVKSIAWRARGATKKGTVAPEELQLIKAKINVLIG
# * hit, by the source's call; ? = inconclusive; nt = not tested or not shown. Rows were taken by chance; any-hit rate near 4.8%.
SMILES,Rv3671c inh,PrPC surface inh,Mtb FBA inh,FadD28 binding,Mtb UGM inh,BoNT F protease,GDH-TPI counter,BioA inh,MazEF act
Cc1ccc([C@H]2C[C@@H](n3cc(COC(=O)c4ccccc4)nn3)[C@H](O)CN2C(=O)c2cccs2)cc1,nt,-2,3,-1.7,nt,-1,5,nt,6
OC(CNCC1(N2CCCCC2)CCCCC1)COc1ccc(Cl)cc1Cl (stereo not given),-4,-3,-2,-3.0,-2.4,0,1,nt,-1
O=c1/c(=C/c2cccc3ccccc23)sc2ncnn12,5,-5,-3,0.4,-0.4,4,16,nt,6
O=C(/C=C/c1ccc(F)cc1)N1CCN(S(=O)(=O)/C=C/c2ccccc2)CC1,-5,-6,-2,0.9,0.0,-4,1,nt,4
COc1cc(C(=O)NNC(=O)CCOc2ccccc2)cc(OC)c1OC,3,-3,3,-1.6,-0.6,7,4,nt,-18
CN(C)S(=O)(=O)N1CCC(CO)(CCc2ccccc2)CC1,1,9,-2,-0.1,1.6,-3,-2,nt,-6
CN(C)S(=O)(=O)c1cccc(NC(=O)CN2C(=O)NC(Cc3ccccc3)C2=O)c1 (stereo not given),4,-3,-2,-3.0,-0.5,0,-2,-0.4,5
Cc1noc(C)c1/C=N/Nc1ccc2ccccc2n1,-11,7,15,-1.6,-2.4,6,15,0.6,-4
CC(C)(c1cc(Cl)c(O)c(CN2CCOCC2)c1)c1cc(Cl)c(O)c(CN2CCOCC2)c1,nt,-6,-2,-0.1,nt,-1,-5,-0.8,11
COc1cc(-c2noc(C)c2C#Cc2nccn2C)cc(OC)c1OC,-7,9,2,-2.4,-0.5,-8,1,5.0,8
Cc1onc(-c2c(Cl)cccc2Cl)c1/C(N)=N/OC(=O)N(C)C,-2,7,-2,-1.5,-1.5,5,6,nt,11
COCCNS(=O)(=O)c1cc(Br)ccc1OC,1,9,1,-0.3,0.9,-4,-2,0.6,3
COc1ccc2[nH]c(=O)c(CN(C(=O)c3cccnc3)c3ccc(C)c(C)c3)cc2c1,3,6,11,-3.6,-0.4,-8,12,nt,13
CC1CN(C(C)C(=O)NC(c2ccccc2)c2ccccc2)CC(C)O1 (stereo not given),6,-3,0,-1.2,1.7,7,-6,-0.8,6
COc1ccc(/C=N/NC(=O)CNC(=O)/C=C/c2ccco2)cc1OC,1,-1,0,-3.9,-0.1,-3,13,-0.1,2
CC(OC(=O)C1COc2ccccc2O1)C(=O)c1ccccc1 (stereo not given),nt,-2,3,0.2,nt,-2,4,-4.6,4
COc1cc(NC(=O)c2ccc(NC3=NC4CS(=O)(=O)CC4S3)cc2)cc(OC)c1 (stereo not given),1,-4,1,-4.8,0.5,-2,-1,-0.9,6
CCOCC(=O)Nc1ccc(S(=O)(=O)NCC2CCCO2)cc1 (stereo not given),8,9,1,-2.6,0.6,-29,-2,-1.0,12
Cc1ccc(NC2=C(Cl)C(=O)OC2OC(C)C)c(C)c1 (stereo not given),-9,3,0,-2.9,4.7,6,8,nt,1
O=[N+]([O-])c1ccc(CSc2ccc(-c3ccccn3)nn2)cc1,5,2,-1,0.3,2.8,-8,14,nt,7
CCCCNC(=O)c1ccc(CS(=O)(=O)c2ccc(C)cc2)o1,-2,2,2,-2.2,0.6,-6,-3,-0.8,-14
CCC(C)NC(=O)COC(=O)c1ccc(Cl)cc1O (stereo not given),-7,-1,2,-0.2,-0.5,1,1,nt,6
COc1cccc(NC(=O)COC(=O)Cc2ccc(Br)cc2)c1,-5,-7,-4,-1.2,-1.4,0,0,nt,6
COC(=O)C(CC(C)C)NC(=O)c1cc(OC)c(OC)c(OC)c1 (stereo not given),-1,-1,2,0.3,1.1,2,7,-1.2,0
CCOC(=O)C(CCCP(=O)(c1ccccc1)c1ccccc1)(NC(C)=O)C(=O)OCC,8,7,0,-3.0,2.0,?,3,-0.8,8
Cn1c(SCc2c(F)cccc2Cl)nc2c(c1=O)SCC2,-3,6,-1,0.8,1.3,-8,12,nt,6
CCOc1ccc2c(c1)C(N(CCN1CCOCC1)C(=O)Nc1ccc(OC)cc1OC)CC(C)(C)O2 (stereo not given),8,6,0,-0.5,-0.1,-4,2,nt,-2
O=[N+]([O-])CC(c1ccccc1)P(=O)(c1ccccc1)c1ccccc1 (stereo not given),5,0,-2,-3.8,-0.9,4,-6,0.1,-4
O=C(NCc1ccccn1)c1ccc(=O)oc1,0,-4,8,-2.2,-0.2,8,38*,2.0,4
CN(CC(=O)Nc1cccc(F)c1)C(=O)c1cc(-c2cccs2)nn1-c1ccccc1,-7,24,5,-1.1,3.4,2,8,15,-7
COc1ccc(-c2nc3ncccn3c2Nc2ccc3c(c2)OCCO3)cc1,nt,-2,7,1.0,nt,-6,2,2.3,17
Cc1ccc(OCCSc2ncnc3nc[nH]c23)cc1,9,5,7,-0.8,4.3,-4,7,nt,1
CCC(=O)Nc1c(-c2cccs2)c(=O)c2ccccc2n1C,1,10,-1,-0.7,-2.5,2,8,3.6,9
O=S1(=O)CCOC[C@H](Cc2ccccc2)N1Cc1ccccc1Br,nt,-8,-4,0.6,nt,2,8,0.1,-9
O=C(CN1CCN(Cc2ccccc2)CC1)c1ccc(Br)cc1,nt,0,0,-2.6,nt,-5,-2,0.0,-5
Cc1ccnc(NS(=O)(=O)c2ccc(NC(=O)CCc3ccccc3)cc2)n1,5,-3,2,-2.1,2.8,3,5,-0.1,-5

# Pulled by structure from above (4):
SMILES,Rv3671c inh,PrPC surface inh,Mtb FBA inh,FadD28 binding,Mtb UGM inh,BoNT F protease,GDH-TPI counter,BioA inh,MazEF act
Cn1c(SCc2c(F)cccc2Cl)nc2c(c1=O)SCC2,-3,6,-1,0.8,1.3,-8,12,nt,6
Cc1ccc(OCCSc2ncnc3nc[nH]c23)cc1,9,5,7,-0.8,4.3,-4,7,nt,1
COc1ccc(-c2nc3ncccn3c2Nc2ccc3c(c2)OCCO3)cc1,nt,-2,7,1.0,nt,-6,2,2.3,17
O=C(CN1CCN(Cc2ccccc2)CC1)c1ccc(Br)cc1,nt,0,0,-2.6,nt,-5,-2,0.0,-5

# Next records follow:
SMILES,Rv3671c inh,PrPC surface inh,Mtb FBA inh,FadD28 binding,Mtb UGM inh,BoNT F protease,GDH-TPI counter,BioA inh,MazEF act
Cc1cccc2cc3c(N)c(C(=O)Nc4ccc(N5CCOCC5)cc4)sc3nc12,11,0,0,-3.5,-0.9,3,14,-1.4,-28
O=[N+]([O-])c1ccc(COc2cccc(CN3CCOCC3)c2)cc1,nt,-20,1,-1.3,nt,1,5,0.2,-6
O=C(Nc1nnc(-c2ccccc2)o1)c1cccc(S(=O)(=O)N2CCOCC2)c1,-20,13,2,nt,-0.7,-2,11,0.4,1
Cc1ccc(N2C(=O)N(CC(=O)N3c4ccccc4CC3C)C(=O)C2C)cc1 (stereo not given),nt,3,-1,-3.9,nt,5,-10,0.4,-1
CCn1cc(S(=O)(=O)CC(=O)Nc2ccc(OC)cc2)c2ccccc21,-3,0,4,-0.2,0.2,0,13,-1.7,7
Cc1ccc(-n2cccc2/C=C2\C(=N)N3N=C(C(C)C)SC3=NC2=O)cc1,-13,6,1,-0.8,1.1,7,4,0.7,-6
COc1ccc(CN2C(=O)c3cccnc3C2=O)cc1S(=O)(=O)NCc1ccco1,6,8,-1,-2.2,0.6,-1,7,-0.2,6
CCCc1nc2sc3c(c2c(=O)n1NC(=O)c1ccco1)CC(C)(C)OC3,0,0,2,-1.8,4.5,-2,9,-0.6,3
O=C(CN1C(=O)NC2(CCCc3ccccc32)C1=O)NC1CCCCC1 (stereo not given),5,-1,2,-0.7,-0.1,-2,-3,-2.6,-7
CCCn1c(N)c(N(CCOC)C(=O)CSCC(=O)Nc2ccc(C)cc2)c(=O)[nH]c1=O,2,-1,-1,-0.6,0.0,4,-2,-0.3,0
CNc1nc(Cl)nc2c1ncn2-c1ccccc1,nt,6,0,-4.0,nt,-9,-5,1.8,17
CCN(CC)S(=O)(=O)c1ccc2nnn(OCC(=O)Nc3cccc(C#N)c3)c2c1,-9,3,0,-3.6,-1.5,-2,2,1.3,4
CCOc1ccc2nc(SCC(=O)NCC3CCCO3)sc2c1 (stereo not given),-2,1,-2,-0.7,-1.0,0,1,4.4,0
CCCN(CCC)CCNC(=O)c1cc2c(=O)n(C)c3ccccc3c2n1C,2,-3,30*,-3.7,1.1,2,6,-0.7,8
CCN(CC)CCN(C(=O)c1ccc2c(c1)CCCC2)c1nc2ccc(F)cc2s1,1,-6,4,0.0,-0.3,3,-10,nt,7
O=C(COc1ccccc1)Nc1ccc(C(=O)N2CCCC2)cc1,-3,8,8,-1.7,1.7,-2,-9,2.2,5
COc1cccc(C(=O)CC(=O)C(=O)Nc2cc(Cl)c(OC)cc2OC)c1,7,3,4,1.2,0.6,-1,-3,0.1,12
O=C(c1cncc(Br)c1)N1CCCc2ccccc21,-4,2,2,-2.0,-1.0,4,18,-0.9,11
O=C(Nc1ccc(Cl)cc1)N1CC2CC(C1)c1cccc(=O)n1C2 (stereo not given),4,3,4,-1.7,1.3,-14,-1,0.5,-5
CS(=O)(=O)Nc1ccc(C2=NN(C(=O)c3ccccc3)C(c3cccs3)C2)cc1 (stereo not given),-1,-5,3,-1.0,-0.6,-15,17,2.2,8
COc1cccc(C(=O)OC(C)C(=O)Nc2ccc3c(c2)OCO3)c1 (stereo not given),-1,15,0,-3.8,0.4,-16,-9,-1.1,6
C#CC[N+](C)(C)CC#Cc1ccc(C)cc1,-2,-2,0,0.1,4.7,-6,3,nt,0
Cc1ccsc1C(=O)NNC(=O)c1ccncc1,nt,6,3,-0.2,nt,-4,20,nt,10
O=C(COC(=O)C1CC2C=CC1C2)NCCc1ccccc1 (stereo not given),-1,0,-1,1.6,-1.5,-2,4,-0.3,-7

# In the list so far, 3 contain an NH in an aromatic ring.
SMILES,Rv3671c inh,PrPC surface inh,Mtb FBA inh,FadD28 binding,Mtb UGM inh,BoNT F protease,GDH-TPI counter,BioA inh,MazEF act
COc1ccc2[nH]c(=O)c(CN(C(=O)c3cccnc3)c3ccc(C)c(C)c3)cc2c1,3,6,11,-3.6,-0.4,-8,12,nt,13
Cc1ccc(OCCSc2ncnc3nc[nH]c23)cc1,9,5,7,-0.8,4.3,-4,7,nt,1
CCCn1c(N)c(N(CCOC)C(=O)CSCC(=O)Nc2ccc(C)cc2)c(=O)[nH]c1=O,2,-1,-1,-0.6,0.0,4,-2,-0.3,0

# Next part.
SMILES,Rv3671c inh,PrPC surface inh,Mtb FBA inh,FadD28 binding,Mtb UGM inh,BoNT F protease,GDH-TPI counter,BioA inh,MazEF act
CCOc1ccc(C(C(=O)NC2CCCCC2)N(C(=O)c2csnn2)C2CC2)cc1 (stereo not given),3,9,4,-1.5,-2.5,0,-2,-2.3,-6
COC(=O)CNC(=O)c1ccc2c(c1)S(=O)(=O)c1ccccc1C2=O,6,-73,1,-2.5,4.3,-3,-12,-0.1,1
Cc1ccc(CN2CCSc3ccc(C(=O)N4CCC5(CC4)OCCO5)cc32)cc1,-1,9,20,-4.1,-0.2,0,9,0.2,2
COc1cc(C(=O)Nc2ccc(C(=O)c3cccs3)cc2)cc(OC)c1OC,-16,17,-2,-2.0,0.8,29,10,1.3,5
